TRPV1 agonist = agonists of human vanilloid receptor 1 (TRPV1); TRPV1-expressing cells, Fluo-8 calcium influx, agonist mode; activation, % at 8.33 µM; 320,000 tested, 0.19% active; AID 540275; in the data active means activation above about 80%; inconclusive means between about 30% and that limit; further: 0% is about no effect
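Cells expressing TRPV1 were dye-loaded with Fluo-8 and read kinetically: 10 s baseline, 3 min after compound (agonist portion), then 2 min after EC20 capsaicin (allosteric enhancer portion). Calcium-bound dye fluorescence at 480/520 nm.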
Integrin act MD = activates integrin-mediated alleviation for muscular dystrophy; Potency, µM (series often up to 38.3 µM), inactives show at the highest dose activation, hits mostly activators; AID 624291; alpha7betagal myoblasts, beta-gal FDG fluorescence, 48 h; 350,000 tested, 0.064% active;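 further: potency means the concentration at half of the fitted maximal effect; 100% = response of the positive control SU9516; nearly all actives have a fitted effect of over 60% in size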
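Alpha7betagal+/- myoblasts (passage 13) were plated 16-24 hr, then exposed to compounds (1:260 dilution of DMSO stock) for 48 hours at 37C. After MPER lysis, β-galactosidase reporter activity was read as FDG fluorescence (ex 480/em 540) after 30 minutes.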
B2AR arrestin = recruits beta-arrestin to the human beta2-adrenergic receptor; beta-arrestin recruitment to beta2AR, cell-based reporter; AID 492947; Potency, µM (titrated, usually from 46.1 µM), for the others: top-dose activation, hits mostly activators; 330,000 tested, 0.02% active;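 further: potency means the concentration at half of the fitted maximal effect; 0% = DMSO controls and full agonism = EC100 isoproterenol or metaproterenol; nearly all actives have a fitted effect of over 65% in size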
Target sequence (P07550 whole entry, looked up): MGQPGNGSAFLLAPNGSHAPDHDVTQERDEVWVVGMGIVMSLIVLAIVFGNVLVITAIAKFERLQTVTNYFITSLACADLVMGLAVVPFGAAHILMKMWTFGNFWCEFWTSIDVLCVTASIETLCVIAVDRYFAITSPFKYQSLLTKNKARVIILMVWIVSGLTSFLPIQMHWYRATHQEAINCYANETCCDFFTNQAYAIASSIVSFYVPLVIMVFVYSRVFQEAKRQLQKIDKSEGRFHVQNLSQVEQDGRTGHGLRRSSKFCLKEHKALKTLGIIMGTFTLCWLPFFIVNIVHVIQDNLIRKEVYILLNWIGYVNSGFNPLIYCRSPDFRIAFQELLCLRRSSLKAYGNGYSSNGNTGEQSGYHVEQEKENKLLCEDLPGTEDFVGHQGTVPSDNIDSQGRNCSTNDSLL
TCR act = activators of T cell receptors | primary human leukocytes, anti-CD3, IL-2 HTRF, 48 h | Potency, µM (titrated, usually from 9.22 µM), for the others: top-dose activation of IL-2 secretion, hits mostly activators | 330,000 tested, under 10 active; further: % of control where 0% means no effect
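1) Mix primary human leukocytes, a-CD3 beads and compound. 2) Incubate 48 hr. 3) Add HTRF IL-2 reagents (a-IL-2-K, a-IL-2-d2).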
AT treatment = potential ataxia-telangiectasia treatment | […] A-T fibroblasts, KAP-1 phosphorylation AlphaLISA; neocarzinostatin DNA damage 30 min before lysis | Potency, µM (series often up to 57.5 µM), without a hit: at the highest dose activation, actives largely listed as activators | 320,000 tested, 0.19% active | AID 485349; further: potency means the concentration at half of the fitted maximal effect; % of control where 0% means no effect; nearly all actives have a fitted effect of over 45% in size
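ATM-like activity read as KAP-1 phosphorylation via AlphaLISA donor/acceptor antibody pairs after lysis and 6 hr at 25C. Cells were ATM-null patient fibroblasts ([…], hTERT), dosed 60 min, then exposed to the DSB inducer NCS for 30 min.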
BRCA1 expr act = increases BRCA1 expression | MCF7-BRCA1-FFLuc reporter, luminescence, 48 h; response scale: scaled: vehicle 0%, 10 µM genistein 100% | Potency, µM (highest dose often 46.1 µM), for the others: at the highest dose activation, hits mostly activators | 380,000 tested, 1.1% active | AID 624202; further: potency means the concentration at half of the fitted maximal effect; nearly all actives have a fitted effect of over 80% in size; some results filed as inactive show a strong effect at the top dose
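Quantitative HTS in MCF7 cells stably reporting BRCA1 expression via firefly luciferase. Compound treatment lasts 48 h at 37 °C in phenol-red free MEM. Activation is expressed relative to genistein at 10 microM and DMSO.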
ELG1 repair inh = ELG1-dependent DNA repair inhibition; HEK293T ELG1-luciferase reporter, luminescence, 16 h; DNA damage induced by 5-fluorouridine; Potency, µM (highest dose often 46.1 µM), for the others: at the highest dose activity change, negative = inhibition, hits mostly inhibitors; 330,000 tested, 2.3% active; AID 504467; further: potency means the concentration at half of the fitted maximal effect; on the % scale 0 is the no-effect control and ±100 the full control effect; nearly all actives have a fitted effect of over 55% in size
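Cells (2,000 per well) received 5-fluorouridine plus test compound or DMSO and were incubated 16 hr at 37 °C, 5% CO2. Luciferase activity was read by luminescence 30 min after ONE-Glo addition; signal suppression marked inhibition of damage-induced ELG1 function.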
CXXC DNA block = blocks binding of human MLL CXXC domain to DNA. MLL-CXXC / FITC-HOXA9 DNA fluorescence polarization. Potency, µM (top dose mostly 115 µM), without a hit: top-dose activity change, negative = inhibition, usual class: inhibitors. 290,000 tested, 0.037% active. Q03164; active means well fitted inhibition curve with a large enough effect in the polarisation, with a control signal flat, not every such curve was filed as active; inconclusive means small, poorly fitted or top-dose-only effect, or effect the other way, or a change in a side signal; inactive means no such curve, though single readings can be large or run the other way; the % refers to the polarisation; further: potency means the concentration at half of the fitted maximal effect
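Fluorescence polarization: 7 uM MLL-CXXC (stock) preincubated 5 min with compounds, then 50 nM fluorescein-HOX-A9 DNA (stock) added; 30 min ambient. Buffer 50 mM Tris-HCl pH 7.5, 50 mM NaCl, 1 mM DTT, 0.05% BSA.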
PTAP TSG101 blk = blocks PTAP/TSG101 interaction to inhibit HIV-1 budding | Potency, µM (highest dose often 115 µM), for the others: top-dose activity change, negative = inhibition, usual class: inhibitors | Fluorescence polarization, FITC-PTAP peptide / Tsg101 binding | 340,000 tested, under 10 active; active means well fitted inhibition curve with a large enough effect in the main read-out, with a control signal flat, not every such curve was filed as active; inconclusive means small, poorly fitted or top-dose-only effect, or effect the other way, or a change in a side signal; inactive means no such curve, though single readings can be large or run the other way; further: potency means the concentration at half of the fitted maximal effect; % of control where 0% means no effect
Target sequence (Q99816 whole entry, looked up): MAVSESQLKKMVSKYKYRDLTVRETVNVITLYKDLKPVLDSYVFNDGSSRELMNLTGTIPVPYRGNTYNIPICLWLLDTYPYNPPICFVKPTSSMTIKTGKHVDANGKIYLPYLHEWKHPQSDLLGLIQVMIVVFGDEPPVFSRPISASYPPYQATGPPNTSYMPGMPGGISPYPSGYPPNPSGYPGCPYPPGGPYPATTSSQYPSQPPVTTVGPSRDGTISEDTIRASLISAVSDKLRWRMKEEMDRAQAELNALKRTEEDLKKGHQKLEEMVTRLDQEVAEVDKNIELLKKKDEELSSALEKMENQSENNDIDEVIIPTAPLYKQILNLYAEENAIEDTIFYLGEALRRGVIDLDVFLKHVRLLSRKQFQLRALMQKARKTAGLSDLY
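Tsg101 binding domain (10 uM final) was mixed with compound and a FITC-labeled PTAP peptide (50 nM final) in HEPES pH 7.5 buffer with NaCl, Tween 20, EDTA and TCEP; fluorescence polarization was read after 20 min at r.t.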
p53 reactivation = mutant p53 re-activation in reporter cells; H1299 p53-A138V BP100-luciferase reporter, luminescence, 24 h; Potency, µM (doses to about 92.2 µM), for the others: at the top dose activity change, positive = activation, usual class: activators; 320,000 tested, 0.063% active; further: potency means the concentration at half of the fitted maximal effect; % of control where 0% means no effect; nearly all actives have a fitted effect of over 45% in size
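H1299 (p53-null), stable ts p53-A138V + BP100-Luc; 1000 cells/well, Opti-MEM/10% FBS; cpd 4 pt, 1:5; 24 h, 37 deg C, 5% CO2; detection reagent 10 min RT; luminescence.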
An asterisk follows results filed as active; u = inconclusive; x = no result given; [ ] = remark or other dose. Unless noted, the call rests on the fitted dose curve; in most records, active means well fitted curve in the direction sought with a large enough effect; inconclusive means small, poorly fitted or top-dose-only effect, or another doubt; inactive means no such curve, though single readings can be large; an effect the other way counts as inactive or inconclusive.

| entry | molecule | CXXC DNA block | B2AR arrestin | TCR act | BRCA1 expr act | PTAP TSG101 blk | p53 reactivation | TRPV1 agonist | Integrin act MD | AT treatment | ELG1 repair inh |
| --- | --- | --- | --- | --- | --- | --- | --- | --- | --- | --- | --- |
| 1 | O=C(CNS(=O)(=O)c1ccc2c(c1)OCCCO2)N1CCN(Cc2ccccc2)CC1 | x | 0.1% | 7% | 2% | -2% | -1% | 0 | 15% | -3% | 2% |
| 2 | COc1ccccc1/C=C/c1ccc2cccc(O)c2n1 | 4% | -0.4% | 2% | 74% | 1% | u | -1 | -56%[inhibitor] | 15% | u |
| 3 | COc1cc(NC(=O)COC(=O)c2cnccn2)c(C)cc1[N+](=O)[O-] | -6% | -0.7% | 0% | -5% | 0% | -1% | x | 5% | 9% | 4% |
| 4 | COCCNC(=O)c1cn(C(C)c2ccccc2F)nn1 (stereo not given) | 8% | -0.3% | 6% | 3% | -2% | 0% | -2 | -16% | -1% | -1% |
| 5 | COC(=O)c1cccc(N(CC(=O)NC2CCCC2)C(=O)CNC(=O)c2cccs2)c1 | 3% | 0.3% | -3% | -2% | 1% | 0% | 1 | -21% | -1% | -12% |
| 6 | C=CCc1c(C)[nH]c(=S)c(C#N)c1C | 1% | 2.5% | -3% | -12% | -5% | 5% | 0 | 6% | 25% | -4% |
| 7 | CCN(CC)c1ccc(NC(=S)NC(=O)c2cccs2)cc1 | -8% | 5.8% | 7% | u | -2% | 11% | 25 | 2% | -3% | u |
| 8 | CC(C)(C)c1cc(C(=O)NCC(=O)OCC(=O)c2cccc([N+](=O)[O-])c2)cc(C(C)(C)C)c1 | -3% | -0.4% | -4%[46.1 µM] | -21% | 1% | -2% | 7 | 2% | 2% | 12% |
| 9 | COc1ccc2cc3cc(C(=O)N4CCCCC4C)oc3nc2c1 (stereo not given) | -3% | 0.3% | 7% | 30% | 0% | u | u | u | -2% | u |
| 10 | COc1ccc(N(CC(=O)NC2CC3CCC2C3)S(=O)(=O)c2ccccc2)cc1OC (stereo not given) | 4% | -0.5% | 2% | -6% | -7% | -7% | 6 | 0% | -3% | -18% |
| 11 | Cc1cccc(N=C2NC(=O)/C(=C/c3cccs3)S2)c1 | u | 13% | -11%[46.1 µM] | 14% | 0% | u | -10 | 14% | 0% | u |
| 12 | Cn1c2c(c(=O)c3ccccc31)CCCC2 | 1% | -0.4% | x | -9% | -2% | -17% | -2 | 7% | 0% | 8% |
| 13 | O=C(N/N=C/c1ccc(Sc2nc3ccccc3[nH]2)o1)c1ccncc1 | 1% | -0.2% | 0%[46.1 µM] | -5% | -2% | 7% | 7 | -10% | -3% | -11% |
| 14 | CC(=O)Nc1ccc(NC(=O)C(C)OC(=O)c2oc3ccccc3c2C)cc1 (stereo not given) | x | -0.2% | 0% | -5% | 0% | 0% | 0 | 12% | 4% | u |
| 15 | COc1ccc(CNC(=O)CCc2nc(-c3ccccc3F)no2)c(OC)c1 | 1% | -0.5% | -2% | -3% | -4% | -4% | 0 | -6% | -2% | -8% |
| 16 | CCOC(=O)c1cn(C2CC2)c2c(F)c(F)c(F)cc2c1=O | -2% | 0.1% | 0% | -23% | -2% | 0% | 0 | -26% | -6% | -2% |
| 17 | CCc1noc(C)c1C(=O)Nc1nc(-c2ccc(F)cc2)c(C)s1 | 3% | -0.4% | 6% | -5% | 5% | -6% | 4 | 11% | 4% | u |
| 18 | O=C(NC(Cc1c[nH]c2ccccc12)C(=O)O)/C(=C/c1ccc2c(c1)OCO2)NC(=O)c1ccccc1 (stereo not given) | 3% | -0.8% | 3% | -11% | -2% | 1% | -4 | 19% | 5% | -3% |
| 19 | C[C@@H]1NC(=O)[C@@]2(C)[C@@H](c3ccccc3)[C@H]3COc4ccccc4[C@@H]3N2C1=O | x | 0.2% | 9% | -5% | 0% | -12% | 4 | 9% | 9% | 18% |
| 20 | CCCn1c(CN2CCN(C(C)=O)CC2)nc2cc(S(=O)(=O)N(C)C)ccc21 | 12% | -1.1% | 1% | -15% | -3% | 4% | -1 | 27% | 0% | -2% |

Profiles, quoted from the list:
CCCn1c(CN2CCN(C(C)=O)CC2)nc2cc(S(=O)(=O)N(C)C)ccc21 is entered as CXXC DNA block = 12%; B2AR arrestin = -1.1%; TCR act = 1%; BRCA1 expr act = -15%; PTAP TSG101 blk = -3%; p53 reactivation = 4%; TRPV1 agonist = -1; Integrin act MD = 27%; AT treatment = 0%; ELG1 repair inh = -2%
COCCNC(=O)c1cn(C(C)c2ccccc2F)nn1 (stereo not given) is entered as CXXC DNA block = 8%; B2AR arrestin = -0.3%; TCR act = 6%; BRCA1 expr act = 3%; PTAP TSG101 blk = -2%; p53 reactivation = 0%; TRPV1 agonist = -2; Integrin act MD = -16%; AT treatment = -1%; ELG1 repair inh = -1%
COc1ccc2cc3cc(C(=O)N4CCCCC4C)oc3nc2c1 (stereo not given) is entered as CXXC DNA block = -3%; B2AR arrestin = 0.3%; TCR act = 7%; BRCA1 expr act = 30%; PTAP TSG101 blk = 0%; p53 reactivation = u; TRPV1 agonist = u; Integrin act MD = u; AT treatment = -2%; ELG1 repair inh = u

Following part
| entry | molecule | CXXC DNA block | B2AR arrestin | TCR act | BRCA1 expr act | PTAP TSG101 blk | p53 reactivation | TRPV1 agonist | Integrin act MD | AT treatment | ELG1 repair inh |
| --- | --- | --- | --- | --- | --- | --- | --- | --- | --- | --- | --- |
| 21 | O=C(CSc1nnc(Cn2nnc3ccccc32)o1)Nc1cccc(Cl)c1 | -8% | 0.1% | -10% | -2% | -4% | 0% | -1 | -14% | -7% | 9% |
| 22 | N#Cc1ccccc1S(=O)(=O)N1CCN(C(=O)Cc2n[nH]c(=O)c3ccccc23)CC1 | x | 0.1% | 0% | -12% | -2% | -5% | x | -5% | 8% | -2% |
| 23 | CC(=O)Nc1ccc(NC(=O)C(C)OC(=O)/C=C/c2cn(-c3ccccc3)nc2-c2cccnc2)cc1 (stereo not given) | 9% | -0.7% | -1%[46.1 µM] | -71% | 3% | -28% | -4 | -34% | 3% | 1.6µM* |
| 24 | CC1(c2cc([N+](=O)[O-])cc([N+](=O)[O-])c2)CC(C)(C)N(C(=O)c2ccccc2)c2ccccc21 (stereo not given) | -3% | -0.9% | x | -33% | -4% | 6% | -1 | 11% | -15% | -12% |
| 25 | COc1ccc(-c2[nH]c(-c3ccc(F)cc3)nc2SCC(=O)NC2CCCC2)cc1 | 3% | 4.8% | 5% | -58% | -6% | 3% | u | 20% | 1% | u |
| 26 | O=c1[nH]c(C2CCN(S(=O)(=O)c3ccccc3)CC2)nc2c1nnn2Cc1cccc(Cl)c1 | 0% | -0.1% | 0% | -59% | -1% | 3% | 1 | -9% | -9% | 9% |
| 27 | COC(=O)c1sccc1NC(=O)c1cccc(F)c1 | x | x | -7% | -26% | -3% | x | x | 30% | x | x |
| 28 | O=C1C=CN2CCCCC2CC1 (stereo not given) | x | -1.0% | 0% | -14% | -12% | -1% | x | -22% | -11% | u |
| 29 | C[n+]1ccccc1/C=C/c1cc(Br)ccc1O | u | 0.6% | 6% | -51% | -2% | 7% | -2 | 0% | -27% | -5% |
| 30 | CC(C)C[C@@H](C)C(=O)N(Cc1ccccc1)c1ccccc1 | x | -0.1% | -1% | -14% | -7% | -3% | u | -15% | 19% | 15% |
| 31 | O=C1c2cccnc2C(=O)N1Cc1ccccc1 | 7% | -0.7% | 2%[46.1 µM] | -2% | -1% | 5% | 0 | 7% | -4% | 11% |
| 32 | COc1ccc(CC(=O)Nc2nc(C)cs2)cc1OC | -2% | -0.2% | 0% | -24% | -2% | -3% | 1 | -13% | 5% | 16µM* |
| 33 | COCCn1c(SCC(=O)Nc2nnc(C)s2)nnc1-c1c[nH]c2ccccc12 | -6% | 0.0% | -28% | 1% | -10% | 3% | -3 | 14% | 6% | -5% |
| 34 | Brc1ccc(C2NCCS2)cc1 (stereo not given) | 10% | -0.1% | 3% | 1% | -1% | u | -4 | -14% | 6% | 0% |
| 35 | CC(=O)n1nc2nc(C)cc(C)c2c1N | 5% | 0.2% | -3% | -6% | -11% | -5% | -4 | 16% | -1% | 12% |
| 36 | O=C(C1CCC(=O)N(C2CC2)C1)N1CCC(Oc2ccccc2F)CC1 (stereo not given) | -8% | 4.0% | -1% | 27% | -9% | 17% | 1 | -20% | 12% | 1% |
| 37 | CCc1ccc(CN(C)C(=O)C2CCC(=O)N(Cc3cccc(OC)c3)C2)nc1 (stereo not given) | 5% | 0.4% | 1% | -8% | -2% | 1% | 4 | -14% | -3% | 17% |
| 38 | Cc1nn(CCCC(=O)Nc2cc(Oc3ccc(F)cc3)cc([N+](=O)[O-])c2)c(C)c1[N+](=O)[O-] | 7% | -0.2% | 0%[46.1 µM] | -91% | 0% | 4% | u | -8% | -11% | u |

Screening results as filed in PubChem BioAssay.
